# Screens deposited in PubChem by Sanford-Burnham Center for Chemical Genomics.
# SENP1 FRET inh: SENP1 (human) catalytic domain inhibition; Q9P0U3; recombinant SENP1 catalytic domain, CyPet-SUMO1-YPet FRET cleavage; inhibition, % at 10 µM; actives 0.21% (n = 360,000);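 active means inhibition at least 30% at 10 µM, raw YFP signal under a set limit, fluorescence ratio 0.5 to 1.5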;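 further: 0% = enzyme with DMSO and 100% = no enzyme wells; some results filed as inactive read as strong as hits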
# Target sequence (Q9P0U3 419-644 limits assumed): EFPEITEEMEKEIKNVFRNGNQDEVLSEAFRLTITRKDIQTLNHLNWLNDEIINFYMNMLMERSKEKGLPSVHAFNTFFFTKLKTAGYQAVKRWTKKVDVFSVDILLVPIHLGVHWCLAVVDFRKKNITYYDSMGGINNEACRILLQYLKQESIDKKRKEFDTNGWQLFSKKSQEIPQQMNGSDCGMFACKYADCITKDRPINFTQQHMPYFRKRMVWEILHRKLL
#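 Material – human SENP1 catalytic domain · Input – SENP1 enzyme, 20 pM final · Compound dosing – single concentration of 10 µM compound, 0.5% DMSO final · Timing – enzyme reaction for 50 min at room temperature, dark · Measured by – FRET fluorescence in CFP and YFP emission channels · Control set – no-enzyme wells low, DMSO-plus-enzyme wells high control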
# Apaf-1 inh: human Apaf-1 inhibition; O14727; reconstituted apoptosome caspase-3 activity, DEVD-Rh110 fluorescence; actives 0.71% (n = 330,000); inhibition, % at 20 µM; active means inhibition of at least 40% at 20 µM;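 further: plate controls were DMSO wells for no effect and DEVD-CHO caspase inhibitor wells for full effect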
#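 Material: reconstituted apoptosome with Apaf-1, cytochrome c, caspase-9, procaspase-3, dATP; medium: pH 7.5 Hepes buffer with CHAPS, BSA, DTT; also added: cytochrome c and DEVD-Rh110 substrate; timing: 30 min plus 50 min, RT; signal: Rh110 fluorescence intensity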
# SENP8 block-1: SENP8 protease inhibition | purified SENP8, Z-RLRGG-aminoluciferin cleavage, luminescence | actives 1.2% (n = 330,000) | AID 2540 | inhibition, % at 10 µM | Q96LD8; in the data active means inhibition above about 50%
# NALP3 yeast inh: inhibitors of NALP3 inflammasome in yeast; Yeast reconstituted NLRP3/ASC/caspase-1, beta-gal luminescence, 24 h; inhibition, % at 10 µM; actives 0.39% (n = 330,000); AID 2825;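 active means inhibition of 50% or more; inactive means inhibition below 50%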;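 further: plate controls were induced DMSO wells for no effect and uninduced yeast grown without galactose for full effect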
# SENP8 block-2: SENP8 (human) protease inhibition | Q96LD8 | recombinant SENP8, Nedd8 substrate fluorescence | inhibition, % at 20 µM | actives 0.64% (n = 360,000) | AID 602440; in the data active means inhibition mostly above about 40%, no sharp cut-off; inactive means mostly below about 27%
# PfG6PD inh: PfG6PD (Plasmodium falciparum) enzyme inhibition. inhibition, % at 20 µM. PfGluPho enzyme, NADPH resazurin-diaphorase fluorescence. actives 0.78% (n = 350,000);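 active means inhibition reaching at least a set limit at 20 µM in the primary screen, cut at about 59% in these data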;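 further: 0% = DMSO wells with substrate and 100% = DMSO wells lacking glucose-6-phosphate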
# SENP7 inh: inhibitors of human SENP7 protease. Q9BQF6. recombinant SENP7, Z-RLRGG-aminoluciferin luminescence, 40 min. inhibition, % at 5 µM. actives 1.5% (n = 330,000). AID 434973;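 active means inhibition above about 50% at the single test dose, limit read from the data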;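 further: plate controls were DMSO with enzyme for no effect and no enzyme buffer wells for full effect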
# Target sequence (Q9BQF6 706-1050 limits assumed): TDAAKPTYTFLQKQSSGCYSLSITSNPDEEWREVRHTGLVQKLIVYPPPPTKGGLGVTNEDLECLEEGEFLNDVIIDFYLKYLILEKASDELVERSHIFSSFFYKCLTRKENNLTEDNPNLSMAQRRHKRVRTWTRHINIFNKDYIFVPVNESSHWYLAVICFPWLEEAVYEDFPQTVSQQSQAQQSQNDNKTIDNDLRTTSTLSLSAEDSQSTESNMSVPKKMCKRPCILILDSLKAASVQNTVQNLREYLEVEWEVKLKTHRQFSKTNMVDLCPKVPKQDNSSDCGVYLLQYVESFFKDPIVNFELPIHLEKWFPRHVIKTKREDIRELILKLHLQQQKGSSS
# SENP6 inh: SENP6 protease inhibition. Recombinant SENP6 catalytic domain, aminoluciferin luminescence. inhibition, % at 10 µM. actives 1.8% (n = 330,000). AID 2599;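 active means inhibition above about 50% at the single tested dose, limit read from the data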;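 further: plate controls were DMSO wells with enzyme for no effect and DMSO wells lacking enzyme for full effect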
# Target sequence (Q9GZR1 628-1112 limits assumed): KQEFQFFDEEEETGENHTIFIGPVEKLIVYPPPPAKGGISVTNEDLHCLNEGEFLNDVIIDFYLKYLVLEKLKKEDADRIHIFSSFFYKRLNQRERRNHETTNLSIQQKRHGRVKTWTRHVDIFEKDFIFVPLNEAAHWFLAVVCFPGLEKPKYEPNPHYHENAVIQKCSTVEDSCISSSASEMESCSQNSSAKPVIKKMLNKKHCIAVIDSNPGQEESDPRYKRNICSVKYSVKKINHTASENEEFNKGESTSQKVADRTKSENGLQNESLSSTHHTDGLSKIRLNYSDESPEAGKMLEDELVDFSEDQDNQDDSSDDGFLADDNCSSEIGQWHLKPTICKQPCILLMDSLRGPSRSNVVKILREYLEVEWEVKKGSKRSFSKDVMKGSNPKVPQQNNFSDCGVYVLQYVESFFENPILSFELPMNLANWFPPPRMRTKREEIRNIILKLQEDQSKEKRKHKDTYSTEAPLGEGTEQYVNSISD
# HKDC1 inh: HKDC1 (human) hexokinase inhibition | AID 493160 | Q2TB90 | actives 0.16% (n = 340,000) | recombinant HKDC1, G6PDH/diaphorase resazurin coupled fluorescence | inhibition, % at 20 µM;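 active means inhibition above about 35% when tested at 20 µM, limit read from the data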;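 further: plate controls were DMSO wells with enzyme for no effect and DMSO wells lacking enzyme for full effect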
#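 Material – in-house recombinant HK5 (HKDC1) enzyme · Quantity – HKDC1 at 5 µg/mL · Buffer or medium – pH 8.0 Tris buffer with 10 mM MgCl2 · Reagent – glucose with 1 mM ATP · Dosing – single 20 µM dose · Times – reaction time 90 min, room temperature, protected from light · Technique – resorufin fluorescence at 613 nm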
# The depositor's hits bear a star; . = no result given.
SMILES,SENP1 FRET inh,Apaf-1 inh,SENP8 block-1,NALP3 yeast inh,SENP8 block-2,PfG6PD inh,SENP7 inh,SENP6 inh,HKDC1 inh
O=C(Cn1ccc(NC(=O)OCc2ccccc2)nc1=O)NCCCN1CCCC1=O,5,4,-6,13,29,-15,-14,-8,-6
NC[C@@H]1O[C@H](O[C@H]2[C@@H](O)[C@H](O[C@@H]3[C@@H](O)[C@H](N)C[C@H](N)[C@H]3O[C@H]3O[C@H](CO)[C@@H](O)[C@H](O)[C@H]3N)O[C@@H]2CO)[C@H](N)[C@@H](O)[C@@H]1O,.,-7,-2,14,.,.,5,-2,.
O=C(CCNc1cc(Cl)cc(Cl)c1)c1cccs1,2,11,0,12,5,22,1,-24,0
Cn1c(CC(=O)Nc2ccccc2F)nnc1SCC(=O)N1CCOCC1,-1,-12,-3,16,-1,15,18,-4,-3
CC(NC(=O)c1ccc2c(c1)OCO2)c1ccccc1 (stereo not drawn),3,0,-8,16,7,-13,-8,9,-7
O=C(CSc1nnc(C2CC2)n1-c1ccccc1)NC1CCS(=O)(=O)C1 (stereo not drawn),2,3,-7,-12,14,-8,-7,-24,-7
O=C(N/N=C/c1cc(Br)ccc1OC(=O)c1ccc(Br)cc1)c1ccncc1,7,14,-3,25,10,-27,4,-13,-11
CCN(CC)C(=O)CSc1nnc(-c2ccccc2)n1N,3,-6,8,-21,23,4,-4,13,-4
COc1cc(SC)ccc1C(=O)Nc1ccc(Br)cn1,1,24,82*,15,4,25,90*,90*,1
COc1ccc(CN(C)C(=O)COC(=O)c2ccc3c(c2)OCO3)cc1OC,-2,0,4,-4,25,-18,2,-3,-9
CCN1CCCC1CNC(=O)C1c2ccccc2C(=O)N(CCOC)C1c1ccc(F)cc1 (stereo not drawn),1,10,-2,3,22,5,4,1,-1
Cc1ccc(C(=O)OC(C)C(=O)NC(C)CCc2ccccc2)o1 (stereo not drawn),2,-3,-8,-2,9,3,7,-4,-4
CCn1ccnc1CN(C)Cc1nc(-c2cccc(Cl)c2)no1,2,0,4,6,10,-16,2,-11,-2
S=c1[nH]nc(-c2ccc(Cl)cc2Cl)n1Cc1ccccc1,1,0,-8,11,6,42,-6,-4,-10
O=C(CSc1nc2c(cnn2-c2ccc(F)cc2)c(=O)[nH]1)N1CCCCCC1,1,9,4,8,19,-50,4,-8,6
CCN(CC(=O)NCc1ccc(Cl)cc1)C(=O)CSCC(=O)Nc1ccc(OC)cc1,1,24,6,12,24,-11,-3,1,-4
O=c1sc2ccccc2c(N2CCOCC2)c1[N+](=O)[O-],2,-12,22,15,6,-1,-1,57*,9
Cc1ccc(NC(=O)c2ccc(Cn3cc([N+](=O)[O-])cn3)cc2)c(C)c1,2,7,3,-1,8,-6,-10,-14,-10
O=c1c2ccccc2c(-c2ccccc2)nn1-c1ccccc1,8,-12,-3,-16,-1,-7,7,0,-2
COc1ccc(NC(=O)CCN2CCN(C/C=C/c3ccccc3)CC2)cc1,-1,1,-5,15,13,-11,-12,-26,-2
Cc1nn2c(N3CCN(c4ccccn4)CC3)cc(C(C)C)nc2c1-c1ccccc1,1,.,.,.,-256,-12,.,.,2
CC1Oc2ccccc2N(CC(=O)c2cccc(Cl)c2)C1=O (stereo not drawn),0,-6,3,-29,22,-2,2,-1,4
O=C(Nc1ccc(F)cc1F)NC1CCN(S(=O)(=O)c2ccc(F)cc2)CC1,2,-2,1,-17,3,-2,-5,-4,-2
Cc1cc(OCC(C)C)ccc1/C(O)=C1/C(=O)C(=O)N(Cc2cccnc2)C1c1ccncc1 (stereo not drawn),0,-1,3,10,5,-34,0,-3,-7
N=C1C(=O)OCC1c1ccccc1NC(=O)c1ccc(F)cc1 (stereo not drawn),-57,-3,-12,-2,-18,-9,-3,2,-10
COc1cc(C)ccc1OCCCCNCc1ccccc1,-2,-8,2,14,13,-15,-7,-8,-4
Cc1ccc(NC(=S)N(CCN(C)C)Cc2cc3cc(C)cc(C)c3[nH]c2=O)cc1,-3,0,-1,-1,-43,26,-5,1,-7
COC(=O)c1c(NC(=O)CN2CCC(C)CC2)c2c(C)cccc2n1C,.,-4,-9,18,.,.,-6,-8,.
COc1cc2ccccc2cc1C(=O)Nc1ccccc1N1CCCC1,-2,30,-2,29,-13,27,8,-6,0
CC(C)Oc1ccc(C(=O)Nc2nnc(SCC(=O)N3CCOCC3)s2)cc1,1,5,-13,27,-32,-5,8,19,-12
CC(C)C(=O)N[C@H]1CCC2C3CC=C4C[C@@H](O)CC[C@]4(C)C3CC[C@@]21C (stereo partly drawn),-1,9,-8,25,5,-11,5,-13,-5
CN1CCC(N(C)S(=O)(=O)c2ccc(Cl)cc2)CC1,0,-13,-1,20,24,-28,-1,-10,6
Cc1ccc(C)c(N2CCN(C(=O)c3ccc(CS(=O)Cc4ccc(Cl)cc4)o3)CC2)c1 (stereo not drawn),-2,22,-13,5,26,-8,-9,-21,1
C/C(N)=C(/C#N)C(=O)COC(=O)c1cc2c(s1)CCC(C)C2 (stereo not drawn),-2,7,5,18,9,0,6,7,0
Cc1ccccc1-c1nc(CS(=O)CC(=O)NCc2ccccn2)c(C)o1 (stereo not drawn),-4,-5,0,21,-15,3,2,-9,-4
O=C1NC(=O)c2c(Br)c(Br)c(Br)c(Br)c21,2,.,.,.,15,-29,.,.,0
O=C(CSc1nnc(NCc2ccccc2)s1)c1ccco1,1,-9,2,12,-2,2,-5,-3,2
CCN(CC)CCCNC(=O)CCC(=O)NNc1nc2ccccc2c2nc(C)nn12,1,0,-9,2,8,5,-5,0,-8
Cc1cccc(OCC(=O)NNC(=O)CCCCC(=O)NNC(=O)COc2cccc(C)c2)c1,1,-14,-7,13,8,-3,-9,3,-2
CCOc1ccc(S(=O)(=O)Oc2ccc3ccccc3c2)cc1,-2,6,-16,-9,6,30,-6,-33,18
CC(=O)O[C@H]1C[C@@]2(C)[C@@H](C[C@@H](O)[C@H]3[C@@]4(C)CC[C@@H](O)[C@@H](C)C4CC[C@@]32C)/C1=C(\CCC=C(C)C)C(=O)O (stereo partly drawn),2,.,.,.,2,1,.,.,-3
CC(=O)N1CCN(S(=O)(=O)c2cccc(C(=O)NNC(=O)COc3ccc(F)cc3)c2)CC1,0,-5,0,5,8,-22,3,-7,-6
COc1ccc(/C=N/NC(=O)CNC(=O)c2ccc(S(=O)(=O)N3CCOCC3)cc2)cc1OC,2,-14,3,0,3,-17,-6,9,-4
O=C(CC1NCCc2ccccc21)Nc1ccc(Oc2ccccc2)cc1 (stereo not drawn),1,19,-17,26,0,8,-8,8,-7
Cc1[nH]c(=O)[nH]c(=O)c1S(=O)(=O)N1CCCC(C(=O)NCCc2ccccc2)C1 (stereo not drawn),-5,-6,1,19,21,-11,2,-3,5
Cc1ccc(NC(=O)c2ccc(Br)o2)c([N+](=O)[O-])c1,3,.,.,.,25,4,.,.,-3
COc1ccccc1NC(=O)/C(C#N)=C/c1ccc(OCCN2CCOCC2)c(OC)c1,-2,12,1,14,4,11,-10,-3,-4
Nc1ccccc1-c1nc2ccccc2c(=O)o1,-29,18,-23,23,-340,-15,3,28,5
O=C(COC(=O)c1ccncc1)Nc1cccc(Cl)c1,-24,-1,2,8,-82,-4,0,11,-8
CCO[C@H]1OC(C(N)=O)=C[C@@H](C2CC2)[C@@H]1CCCO,.,-4,-6,-5,.,-9,-5,-3,0
O=C(Nc1ccc(S(=O)(=O)Nc2nccs2)cc1)c1cccc(S(=O)(=O)N2CCOCC2)c1,0,-15,5,9,8,-2,16,0,-6
CCn1c(C)cc(=O)cc1-c1ccc(Cl)cc1,0,3,-1,1,22,5,8,2,-2
CC(C)(C)C(=O)Nc1cccc(C(=O)Nc2cc(C(=O)O)cc(C(=O)O)c2)c1,-1,-4,-3,8,14,11,3,-15,-5
CCN(CC(=O)Nc1c(F)cccc1F)C(=O)CCNC(=O)c1ccco1,-2,-1,-5,13,6,8,3,-6,-5
Cc1ccc(S(=O)(=O)NCCCCCC(=O)NCCc2ccccc2)cc1,2,7,-7,15,16,5,5,4,4
COc1ccccc1NC(=O)CSc1nccn1Cc1ccc(F)cc1,2,0,-6,26,3,-3,-9,2,-4
O=C(COc1ccccc1)NNC(=O)c1cc2ccccc2oc1=O,2,4,2,7,-79,5,4,2,9
N#Cc1nc(-c2ccc(OCc3ccccc3)cc2)oc1N1CCC(C(N)=O)CC1,0,20,-6,13,-489,-3,-8,-24,-5
O=C(CNC(=O)c1ccccc1Cl)Nc1ccc(F)cc1,-2,1,-4,7,10,-12,12,4,1
CCCCn1c(N)c(N(Cc2ccccc2OC)C(=O)CN2C(=O)NC3(CCCC3)C2=O)c(=O)[nH]c1=O,-6,1,6,5,-62,-7,10,0,4

# Part of the list above, with two lines to a compound.
# The line under a structure holds: SENP1 FRET inh, Apaf-1 inh, SENP8 block-1, NALP3 yeast inh, SENP8 block-2, PfG6PD inh, SENP7 inh, SENP6 inh, HKDC1 inh
- O=C(CSc1nc2c(cnn2-c2ccc(F)cc2)c(=O)[nH]1)N1CCCCCC1
→ 1, 9, 4, 8, 19, -50, 4, -8, 6
- CCN(CC(=O)NCc1ccc(Cl)cc1)C(=O)CSCC(=O)Nc1ccc(OC)cc1
→ 1, 24, 6, 12, 24, -11, -3, 1, -4
- O=c1sc2ccccc2c(N2CCOCC2)c1[N+](=O)[O-]
→ 2, -12, 22, 15, 6, -1, -1, 57*, 9
- Cc1ccc(NC(=O)c2ccc(Cn3cc([N+](=O)[O-])cn3)cc2)c(C)c1
→ 2, 7, 3, -1, 8, -6, -10, -14, -10

# Other compounds.
SMILES,SENP1 FRET inh,Apaf-1 inh,SENP8 block-1,NALP3 yeast inh,SENP8 block-2,PfG6PD inh,SENP7 inh,SENP6 inh,HKDC1 inh
Cc1ccc(C(=O)O)cc1NC(=S)NC(=O)C(c1ccccc1)c1ccccc1,1,0,3,22,21,-66,-2,0,1
COC(=O)c1cc(NC(=O)c2cccc(C(F)(F)F)c2)c(=O)oc1C,-9,3,5,8,-6,10,0,-3,-7
FC(F)(F)c1cnc(NNC(=S)Nc2ccccc2Cl)c(Cl)c1,1,-1,-6,8,2,-6,-12,-9,-22
c1cc2c(nn1)CCc1nonc1-2,2,-2,-9,16,17,-13,1,1,-3
COC(=O)c1ccc(C2c3c(oc4cc(C)c(C)cc4c3=O)C(=O)N2CCCN(C)C)cc1 (stereo not drawn),.,12,-1,22,.,.,4,9,.
O=C(COc1ccc(S(=O)(=O)N2CCOCC2)cc1)NC1CCCC1,0,-8,12,1,10,-8,-8,9,-6
Cn1c(=O)c2c(nc(CN3CCc4ccccc4C3)n2Cc2ccccc2)n(C)c1=O,-13,24,-5,17,-75,-14,5,7,6
Cn1c(=O)c2[nH]c(NN=Cc3ccccc3)nc2n(C)c1=O,2,.,.,.,-100,7,.,.,-5
O=c1oc(-c2cc3ccccc3o2)nc2sc3c(c12)CCCC3,-21,-3,0,10,-123,12,-7,-23,-5
CC1=CCC2C(=O)N(C(C)c3ccccc3)C(=O)C2C1 (stereo not drawn),3,-12,-3,1,5,2,-5,-19,-6
COc1ccc(Cc2nnc(SCC(=O)c3cccc([N+](=O)[O-])c3)n2C)cc1,0,-8,-4,3,10,16,74*,2,-13
